Screening results deposited in PubChem BioAssay by National Center for Advancing Translational Sciences (NCATS).
AmpC det inh: Promiscuous and Specific Inhibitors of AmpC Beta-Lactamase (assay with detergent); P00811; purified AmpC, nitrocefin hydrolysis with detergent; Potency, µM (doses to about 28.7 µM), inactives show top-dose activity change, negative = inhibition; 71,000 compounds, 0.09% hits; AID 584, 2007; active = well fitted curve in the direction sought with a large enough effect; inconclusive = small, poorly fitted or top-dose-only effect
Target sequence (P00811 whole entry, looked up): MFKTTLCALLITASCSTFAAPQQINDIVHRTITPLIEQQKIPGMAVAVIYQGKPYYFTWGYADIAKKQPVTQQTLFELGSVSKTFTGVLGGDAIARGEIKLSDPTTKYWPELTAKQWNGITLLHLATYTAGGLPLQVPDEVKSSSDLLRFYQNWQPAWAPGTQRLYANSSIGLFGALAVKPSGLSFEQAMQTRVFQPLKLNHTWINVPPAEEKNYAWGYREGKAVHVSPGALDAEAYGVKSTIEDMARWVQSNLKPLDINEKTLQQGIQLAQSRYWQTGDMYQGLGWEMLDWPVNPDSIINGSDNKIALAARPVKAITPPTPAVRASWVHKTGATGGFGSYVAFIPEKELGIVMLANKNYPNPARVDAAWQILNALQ
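E. coli AmpC (5.3 nM) in 20 mM phosphate pH 7.0 with 0.01% Triton X-100, preincubated 15 min RT with compound; nitrocefin (2 uL of 800 uM stock) hydrolysis followed by 480 nm absorbance every 20 s over 4 min.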
* = called active by the depositor; ? = inconclusive; & = joins results of further samples; [ ] = remark or other dose. % is set by controls: 0 for no effect and ±100 for the full control effect; potency is the fitted concentration of half-maximal effect. The list is partial; rates above refer to the full screens.

COc1ccc(C(C#N)N2CCCCC2)cc1OC (stereo unspecified)
  AmpC det inh = 0%
O=S(=O)(O)c1ccc(N=Nc2ccccc2)cc1
  AmpC det inh = -5%[5.75 µM]
Nc1nonc1-c1nc2ccccc2n1CC(=O)NC1CCCC1
  AmpC det inh = 5%
Cc1cc(C(=O)CSc2nnnn2C)c(C)n1CCc1ccc(Cl)cc1
  AmpC det inh = 1%
CS(=O)(=O)Nc1cccc(-c2nc(NCc3ccccc3)c3ccccc3n2)c1
  AmpC det inh = 8%
CN(C(=O)c1ccccc1)c1nc2ccccc2s1
  AmpC det inh = 7%
CCSCCOC(=O)C1=C(C)N(C)C(=O)NC1c1cc(OC)ccc1OC (stereo unspecified)
  AmpC det inh = 12%
COc1ccc2c(c1)C(=O)N(CCc1ccc(S(=O)(=O)NC(=O)NC3CCCCC3)cc1)C(=O)C2(C)C
  AmpC det inh = -2%[12.8 µM]
NC(=O)N1c2ccccc2C=Cc2ccccc21
  AmpC det inh = 8%
O=C(Nc1nccs1)c1cccc(S(=O)(=O)N2CCCCC2)c1
  AmpC det inh = -6%

The last 4 entries of the part above are carried over, then new ones follow.
CCSCCOC(=O)C1=C(C)N(C)C(=O)NC1c1cc(OC)ccc1OC (stereo unspecified)
  AmpC det inh = 12%
COc1ccc2c(c1)C(=O)N(CCc1ccc(S(=O)(=O)NC(=O)NC3CCCCC3)cc1)C(=O)C2(C)C
  AmpC det inh = -2%[12.8 µM]
NC(=O)N1c2ccccc2C=Cc2ccccc21
  AmpC det inh = 8%
O=C(Nc1nccs1)c1cccc(S(=O)(=O)N2CCCCC2)c1
  AmpC det inh = -6%
CCOc1ccc(S(=O)(=O)Nc2ccccc2C(=O)Nc2ccccc2N2CCOCC2)cc1
  AmpC det inh = 1%
CN(c1nnc(N)s1)C1CCCCC1
  AmpC det inh = 21%
COc1cc(C(=O)OC2C[C@H]3CC[C@@H](C2)N3C)ccc1O (stereo partly specified)
  AmpC det inh = -2%[12.8 µM]
COc1cccc(Cn2c(=O)c(C)nc3cnc(Oc4cccc(Cl)c4)nc32)c1
  AmpC det inh = -2%
O=C(NCCN1CCCCCC1)c1ccc(N2CCCC2=O)cc1
  AmpC det inh = -3%
CCc1ccc(NC(=O)c2noc3c2CCCCC3)cc1
  AmpC det inh = 0%
CCN(CC)CCN1C(=O)C(=O)/C(=C(/O)c2ccncc2)C1c1ccccc1F (stereo unspecified)
  AmpC det inh = 2%
COC(=O)c1ccccc1NC(=O)c1sc(N)nc1C
  AmpC det inh = -3%
CC(=O)OC(C(=O)Nc1ccccc1)C(C)S(=O)(=O)c1ccccc1 (stereo unspecified)
  AmpC det inh = 11%
C[C@@]1(CCOCc2ccccc2)NC(=O)NC1=O
  AmpC det inh = -3%[5.75 µM]

CC1=C(\C=C/C(C)=C/C=C\C(C)=C\CO)C(C)(C)CCC1
  AmpC det inh = -6%
CCCCN(CCCC)CCn1cnc2c([nH]c3ccc(OC)cc32)c1=O
  AmpC det inh = 13%
Cc1cc(N2CCc3ccccc32)n2ncnc2n1
  AmpC det inh = -3%
O=C(Cn1nnc(-c2ccccc2)n1)OCc1ccccc1
  AmpC det inh = -1%
Cc1sc2nc(CSc3nc4ccccc4c(=O)n3CCCN3CCOCC3)[nH]c(=O)c2c1C
  AmpC det inh = -1%
Cn1c(=O)c2cn3ncccc3c2n(C)c1=O
  AmpC det inh = 13%
Cc1cnc(C(=O)OCC(=O)N2CCN(C(=O)c3ccco3)CC2)cn1
  AmpC det inh = -2%
CC1CCc2nc(N)c(C#N)c(-c3ccncc3)c2C1 (stereo unspecified)
  AmpC det inh = -4%
CSc1nccc(Nc2ccccc2)c1C#N
  AmpC det inh = -1%
CN[C@H]1[C@H](O)[C@@H](O[C@@H]2[C@H](O)[C@@H](O[C@H]3OC(CN)=CC[C@H]3N)[C@@H](N)C[C@H]2N)OC[C@@]1(C)O
  AmpC det inh = -3%[12.8 µM]

COc1ccc(NC(=O)c2cc3ccccc3o2)cc1
  AmpC det inh = 8%
Cc1ccc(C(=O)CSc2nc(N)cc(=O)[nH]2)cc1
  AmpC det inh = -2%
Brc1ccc2nc3c(n2c1)CCCC3
  AmpC det inh = 7%
CCOP(=O)(c1ccccc1Cl)C1(O)CCCCC1 (stereo unspecified)
  AmpC det inh = 0%
Cc1ccc(-c2cn3c(n2)CCCC3)cc1
  AmpC det inh = -3%
O=C1c2ccccc2C(=O)N1c1nc2nccc(-c3ccccc3)n2n1
  AmpC det inh = -6%
CC1CCCCC1NC(=O)CN(C)S(=O)(=O)c1cccc2nsnc12 (stereo unspecified)
  AmpC det inh = 11%
O=C(Cc1ccccc1)Nc1ccc2oc(-c3cccnc3)nc2c1
  AmpC det inh = -2%
C=CC1C(N2CCOCC2)C(C)(C)S1(=O)=O (stereo unspecified)
  AmpC det inh = -3%
COCCOC(=O)C1=C(C)Nc2nc(C)nn2C1c1ccccc1 (stereo unspecified)
  AmpC det inh = -3%

O=C1c2ccccc2C(O)N1c1ccc(Cl)cc1 (stereo unspecified)
  AmpC det inh = 7%
CC(C(=O)O)C1SC(=O)NC1=O (stereo unspecified)
  AmpC det inh = -1%
COCCn1c(=O)c(-c2ccc(F)cc2)nc2cnc(N3CCOCC3)nc21
  AmpC det inh = -1%
N#CC1=C(N)N(c2ccc(Br)cc2)C2=C(C(=O)CCC2)C1c1cccnc1 (stereo unspecified)
  AmpC det inh = -4%
O=C(NCCc1cn2ccccc2n1)c1ccccc1F
  AmpC det inh = 1%
CCc1nc(SCC(=O)N2CCOCC2)c2c(=O)n(C)c(=O)n(C)c2n1
  AmpC det inh = 9%
O=C(NCCOC(=O)c1ccncc1)c1ccccc1
  AmpC det inh = 8%
CCOC(=O)c1cccnc1SCC(=O)N(C)c1ccccc1
  AmpC det inh = 0%
CCS(=O)(=O)Nc1ccc(C(=O)CC2(O)C(=O)Nc3ccc(Br)cc32)cc1 (stereo unspecified)
  AmpC det inh = 15%
Cc1ccc(-n2c(Cc3cccn3C)nnc2SCC(N)=O)cc1
  AmpC det inh = -4%

Cc1nnc(SCc2cc(=O)n3[nH]cnc3n2)s1
  AmpC det inh = -5%
COc1ccc(CC(=O)Nc2ccc(N3CCN(c4ccc(OC)cc4)CC3)c(C#N)c2)cc1
  AmpC det inh = -6%
COc1ccc(CCn2c(C)cc(C(=O)CSc3nnnn3C)c2C)cc1
  AmpC det inh = 0%
CC(C)Oc1ccc(C(=O)N(CN2CCCC2=O)c2ccc(F)cc2)cc1
  AmpC det inh = -3%
O=C(/C=N/O)Nc1ccccc1C(=O)O
  AmpC det inh = -2%
COc1ccc(C(=O)N2CCC3(CCCN(C(=O)Nc4cccc(C#N)c4)C3)CC2)cc1
  AmpC det inh = -1%
CC(=O)N1CCc2cc(S(=O)(=O)N3CCOCC3)ccc21
  AmpC det inh = -4%
Cc1ccc(C2C(C#N)=C(N)SC(N)=C2C#N)cc1
  AmpC det inh = -1%
O=C(c1cnsn1)N1CCN(c2ccccc2)CC1
  AmpC det inh = -1%
CCCCC1CCC(C(=O)Nc2c(C)n(C)n(-c3ccccc3)c2=O)CC1 (stereo unspecified)
  AmpC det inh = -2%

COC(=O)c1[nH]c2cc(C)ccc2c1NC(=O)CN1CCc2cc(OC)c(OC)cc2C1
  AmpC det inh = -2%
O=C(NCc1cccs1)c1cc2c(s1)-c1ccccc1OC2
  AmpC det inh = 10%
Cc1ccc(Nc2nc(CSc3nnnn3C)cs2)cc1
  AmpC det inh = 2%
COc1ccc(NC(=O)CCc2nc(-c3ccccc3F)no2)cc1
  AmpC det inh = -6%
Cc1cc(Cl)nc(NC(=O)CSc2ccc(Cl)cc2)n1
  AmpC det inh = -2%[5.75 µM]
C[C@@H]1C[C@H]2[C@@H]3C[C@H](F)C4=CC(=O)C=C[C@@]4(C)[C@]3(F)[C@H](O)C[C@]2(C)[C@@]1(O)C(=O)CO
  AmpC det inh = 0%[12.8 µM]
COc1cccc(NC(=O)Cn2c(-c3cncs3)nc3ccccc32)c1
  AmpC det inh = -3%
C=CCSc1nnc2nc3c(nn12)c1cc(C)ccc1n3CC=C
  AmpC det inh = 0%
Cc1cc(C)cc(NS(=O)(=O)c2ccc3[nH]cc(C(=O)NCc4ccco4)c(=O)c3c2)c1
  AmpC det inh = -2%
Cc1cc(OCC(=O)Nc2c(C)n(C)n(-c3ccccc3)c2=O)c2c3c(c(=O)oc2c1)CCC3
  AmpC det inh = -2%

Cc1ccc(OCc2nc(C#N)c(N3CCCC3)o2)cc1
  AmpC det inh = 0%
CN(CC(=O)Nc1nccs1)S(=O)(=O)c1ccc(F)cc1
  AmpC det inh = 2%
COc1ccc(-c2nnc(SCC(=O)Nc3cccc(Cl)c3)o2)cc1
  AmpC det inh = 3%
N#CC1C(=O)NC(N2CCN(c3ccccc3)CC2)=NC12CCCCC2 (stereo unspecified)
  AmpC det inh = 4%
COC(=O)N1CCN(C(=O)Cc2ccc(Cl)c(Cl)c2)[C@H](CN2CCCC2)C1
  AmpC det inh = 1%&0%
CCOc1ccccc1-n1c(SCC(=O)NC(C)CC)nnc1-c1ccoc1C (stereo unspecified)
  AmpC det inh = 4%
CCCS(=O)(=O)c1nc(S(=O)(=O)c2ccc(C)cc2)c(NCCCN2CCOCC2)s1
  AmpC det inh = 2%
C[C@@H]1C(=O)O[C@@H]2C[C@]34[C@H]5C[C@@H](C(C)(C)C)[C@@]36[C@@H](OC(=O)[C@@H]6O)O[C@@]4(C(=O)O5)[C@@]12O
  AmpC det inh = -1%[12.8 µM]
COc1cccc(NC(=O)Cn2nnc(-c3ccccc3N)n2)c1
  AmpC det inh = -2%
O=C(Nc1ccc(NC(=O)C2CC2)cn1)c1ccccc1Cl
  AmpC det inh = -1%

CCOC(=O)CSC1=Nc2ccccc2C2=NC(CC(=O)NCc3ccccc3)C(=O)N12 (stereo unspecified)
  AmpC det inh = -5%
C[C@@H]1O[C@H](O[C@@H]2[C@@H](Oc3cc(O)c4c(c3)O[C@H](c3ccc(O)cc3)CC4=O)O[C@@H](CO)[C@@H](O)[C@H]2O)[C@@H](O)[C@H](O)[C@@H]1O
  AmpC det inh = -2%[12.8 µM]
CCc1cc2c(=O)c(-c3ccc4c(c3)OCCO4)coc2cc1OC(=O)c1ccco1
  AmpC det inh = -4%
COc1ccc(-c2nc(CS(=O)CC(=O)N3CCCC3)c(C)o2)cc1 (stereo unspecified)
  AmpC det inh = 14%
O=C(NCc1ccccc1)c1ccc(OC2CSC2)cc1
  AmpC det inh = -7%
Cc1csc(SCCn2c(N3CCCC3)nc3c2c(=O)[nH]c(=O)n3C)n1
  AmpC det inh = 12%
Cc1cc(S(=O)(=O)NCC(C)C)ccc1OCC(=O)N1CCOCC1
  AmpC det inh = -7%
Cc1nc2nc(-c3ccccc3)nn2c(C)c1Cl
  AmpC det inh = -5%
CC(C)(C)n1nc(C2CC2)cc1NC(=O)Nc1ccc(Cl)cc1
  AmpC det inh = -2%[5.75 µM]
COc1ccc2cc(CCNC(=O)c3ccc(Br)o3)c(=O)[nH]c2c1
  AmpC det inh = 9%

Cc1cc(NC(=O)c2cccc(S(=O)(=O)N3CCOCC3)c2)c2ccccc2n1
  AmpC det inh = -5%
O=C(Cn1c(-c2ccccc2)noc1=O)Nc1ccc(N2CCCCCC2)cc1
  AmpC det inh = -2%
O=C1c2ccccc2NC2CCCCC12 (stereo unspecified)
  AmpC det inh = -5%
COC(=O)[C@@]1(Cc2ccc(OC)cc2)[C@H]2c3cc(C(=O)N4CCCC4)n(Cc4ccc(OC(F)(F)F)cc4)c3C[C@H]2CN1C(=O)c1ccccc1
  AmpC det inh = 7%
O=C(CCc1nc2ccccc2[nH]1)Nc1ccccc1
  AmpC det inh = 16%
CCCCSc1nnc([C@@H]2CCCN2C(=O)OC(C)(C)C)o1
  AmpC det inh = -3%
COC(=O)c1cc(=O)n(C2CC2)c(=NC2CC2)s1
  AmpC det inh = -1%
CCCCNC(=O)c1ccc(CS(=O)(=O)c2ccc(OC)cc2)o1
  AmpC det inh = 11%
Cc1cc(C)n(CC(=O)n2c3ccccc3c3ccccc32)n1
  AmpC det inh = 9%
Clc1ccc(CSc2nnc(-c3ccncc3)o2)cc1
  AmpC det inh = 2%

COc1ccccc1OCCn1c(C(C)O)nc2ccccc21 (stereo unspecified)
  AmpC det inh = -3%
COc1cc(C2NC(=O)NC(C)=C2C(=O)OC(C)(C)C)ccc1OCC(=O)O (stereo unspecified)
  AmpC det inh = -6%
CCn1nnc(NC(=O)c2cc3ccccc3o2)n1
  AmpC det inh = 0%
COC(=O)c1ccc(OC(=O)c2ccco2)cc1
  AmpC det inh = -2%
COc1ccc(-c2cc(C(=O)NCc3ccccc3)no2)cc1OC
  AmpC det inh = ?
O=C(NCC(=O)N(Cc1cccs1)C(C(=O)NC1CCCC1)c1ccncc1)c1ccco1 (stereo unspecified)
  AmpC det inh = 0%
CCOc1ccc(-n2c(CC)nc3ccccc3c2=O)cc1
  AmpC det inh = 12%
CCOc1ccc(-c2nc(C#N)c(N3CCN(C)CC3)o2)cc1
  AmpC det inh = -3%
Cc1cc(C(=O)NCc2ccccc2F)cs1
  AmpC det inh = -2%
COc1ccc(CNC(=O)CSc2ncn[nH]2)cc1
  AmpC det inh = -1%

Cc1cc(C)nc(SCc2nnc(SCC(=O)Nc3cc(C(F)(F)F)ccc3Cl)o2)n1
  AmpC det inh = -3%
Cc1nnc(SCC(=O)N2CCN(S(=O)(=O)c3ccc(Cl)cc3)CC2)[nH]c1=O
  AmpC det inh = -5%
CC1Cc2ccccc2N1C(=O)c1ccc2c(c1)nnn2C (stereo unspecified)
  AmpC det inh = 0%
CCOc1ccccc1NC(=O)c1ccccc1-c1nc(-c2ccccc2)no1
  AmpC det inh = 5%
CN(c1cccc(NC(=O)Cc2ccccc2)c1)S(C)(=O)=O
  AmpC det inh = -5%
CN(C)c1[nH]c(=O)c(C#N)c2c1CCN2Cc1ccccc1
  AmpC det inh = 16%
Cc1ccc(-n2nc(-c3cccnc3)cc2C(=O)N2CCOCC2)c(C)c1
  AmpC det inh = -1%
O=C(c1ccc(Cl)c(Cl)c1)N1CCOCC1
  AmpC det inh = 1%
Cc1ccc(C)c(Cn2c(=O)n(CCC(=O)NCc3ccco3)c(=O)c3ccccc32)c1
  AmpC det inh = 8%
